Screening data (PubChem)
AMA1 RON2 block = AMA1-RON2 (P. falciparum) interaction inhibition | actives 0.2% (n = 360,000) | AID 720542 | Potency, µM (series often up to 58.2 µM), for inactives: top-dose activity change, negative = inhibition, hits mostly inhibitors | AlphaScreen AMA1-biotinylated RON2 peptide binding;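 note: potency is the fitted concentration of half-maximal effect; 0% = vehicle wells and -100% = peptide control; nearly all actives have a fitted effect of over 45% in size; some results filed as inactive show a strong effect at the top dose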
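AMA1 (3D7) with his tag at 25 nM final met compounds first, then biotinylated RON2 peptide at 25 nM; detection used donor plus acceptor beads, 10 µg/mL apiece, read by AlphaScreen after 30 min at room temperature.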
FBPA Giardia inh = Giardia lamblia aldolase inhibition; purified Giardia FBPA; Potency, µM (doses to about 59.6 µM), for inactives: top-dose activity, negative = inhibition, hits mostly inhibitors; actives 0.71% (n = 290,000); note: potency is the fitted concentration of half-maximal effect; nearly all actives have a fitted effect of over 55% in size
Target sequence (A8B2U2 whole entry, looked up): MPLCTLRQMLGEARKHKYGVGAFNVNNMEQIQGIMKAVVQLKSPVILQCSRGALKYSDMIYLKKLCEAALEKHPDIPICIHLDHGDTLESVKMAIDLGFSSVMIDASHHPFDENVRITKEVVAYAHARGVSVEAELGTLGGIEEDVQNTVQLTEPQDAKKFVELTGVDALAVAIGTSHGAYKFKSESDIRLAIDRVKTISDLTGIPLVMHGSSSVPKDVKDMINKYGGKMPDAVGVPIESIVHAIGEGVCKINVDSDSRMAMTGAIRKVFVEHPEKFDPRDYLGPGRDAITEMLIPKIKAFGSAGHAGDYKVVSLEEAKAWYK
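40 nM FBPA preincubated 10 min at RT with compound (up to 57.5 uM final), then substrate plus GAPDH/TPI/NAD/arsenate coupling and diaphorase/resazurin added. Fluorescence read after 20 min at RT, 525/598 nm.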
AmpC detergent = AmpC beta-lactamase inhibition with detergent present | AmpC hydrolysis of nitrocefin, absorbance 480 nm, 0.01% Triton | actives 0.041% (n = 370,000) | Potency, µM (doses to about 114 µM), without a hit: at the top dose activity change, negative = inhibition, actives largely listed as inhibitors;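 note: potency is the fitted concentration of half-maximal effect; 0% = no-compound wells and -100% = no-enzyme wells; nearly all actives have a fitted effect of over 25% in size; some results filed as inactive show a strong effect at the top dose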
Target sequence (P00811 whole entry, looked up): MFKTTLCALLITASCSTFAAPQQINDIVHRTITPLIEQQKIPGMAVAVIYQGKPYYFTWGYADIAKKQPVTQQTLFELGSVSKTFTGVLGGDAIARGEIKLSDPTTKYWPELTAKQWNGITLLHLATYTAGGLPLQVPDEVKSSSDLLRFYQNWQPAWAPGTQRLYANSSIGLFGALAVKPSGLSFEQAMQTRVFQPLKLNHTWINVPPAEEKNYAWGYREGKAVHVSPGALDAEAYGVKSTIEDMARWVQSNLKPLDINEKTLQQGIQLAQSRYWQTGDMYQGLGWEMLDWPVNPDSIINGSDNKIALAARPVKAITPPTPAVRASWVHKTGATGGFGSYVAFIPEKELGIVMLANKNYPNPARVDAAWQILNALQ
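AmpC (5.3 nM in the dispensed reagent) in 20 mM phosphate pH 7.0 with 0.01% (detergent screen) or 0.0001% Triton X-100 was preincubated with compounds for 15 min at room temperature. Nitrocefin was then added from an 800 uM solution, and hydrolysis was followed at 480 nm.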
HCMV antiviral = blocks human cytomegalovirus replication | HFF cells, HCMV-luciferase reporter, 72 h; stronger effect = lower value | activity change, negative = inhibition, % at 57.5 µM | actives 4.5% (n = 410,000) | AID 1259415; in the data active = activity change below about -60%; inconclusive = no clear call, values can overlap the other calls; inactive = above about -39%
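HFF cells seeded 16 h at 37C, treated with compounds, infected with luciferase-reporter HCMV at MOI 1 PFU/cell; luciferase read at 72 h post infection, normalized to buffer-only and Salinomycin controls.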
Sm TGR block = inhibitors of Schistosoma mansoni thioredoxin glutathione reductase; Q962Y6; actives 3% (n = 360,000); Potency, µM (top dose mostly 114 µM), for inactives: at the top dose activity change, negative = inhibition, usual class: inhibitors; purified TGR, DTNB reduction, TNB absorbance 405 nm; note: potency is the fitted concentration of half-maximal effect; nearly all actives have a fitted effect of over 60% in size
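TGR 20 nM + NADPH 100 uM (dispensed conc.), cpd preinc 15 min RT; start with NADPH (500 uM addition) then DTNB (15 mM addition). Kinetic TNB absorbance, 405 nm filter. Four-parameter Hill fit across titration.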
AmpC no deterg = AmpC beta-lactamase inhibition without detergent. P00811. Potency, µM (highest dose often 57.1 µM), inactives show at the top dose activity change, negative = inhibition, most hits filed as inhibitors. actives 0.52% (n = 330,000). AmpC nitrocefin hydrolysis, absorbance 480 nm, 0.0001% Triton;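 note: potency is the fitted concentration of half-maximal effect; plate controls were no compound for no effect and no enzyme for full effect; nearly all actives have a fitted effect of over 20% in size; some results filed as inactive show a strong effect at the top dose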
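AmpC (5.3 nM in the dispensed reagent) in 20 mM phosphate pH 7.0 with 0.01% (detergent screen) or 0.0001% Triton X-100 was preincubated with compounds for 15 min at room temperature. Nitrocefin was then added from an 800 uM solution, and hydrolysis was followed at 480 nm.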
Active calls of the source: *; ? = inconclusive; . = not tested or not shown; [ ] = remark or other dose. Unless noted, calls come from the whole dose curve; as a rule, active = well fitted curve in the direction sought with a large enough effect; inconclusive = small, poorly fitted or top-dose-only effect, or another doubt; inactive = no such curve, though single readings can be large; an effect the other way counts as inactive or inconclusive. Unless noted, % is set by controls: 0 for no effect and ±100 for the full control effect.

Below each compound – AMA1 RON2 block	Sm TGR block	FBPA Giardia inh	AmpC no deterg	AmpC detergent	HCMV antiviral
- [O-][n+]1onc2c1CCC1N(O)C(c3ccccc3)CC21O (centres undefined)
  22%	-27%	2%	-14%	2%	-11
- CCCCN1C(=O)C(=O)N(CC(=O)Nc2sc(CC)cc2C(=O)OCC)C1=O
  40%[activator]	-21%	.	-4%	-5%	-27
- C(=C\c1ccccc1)/C=N/Nc1nc(N2CCOCC2)nc(N2CCOCC2)n1
  -2%	8%	3%	-2%	-9%	-37
- COCCn1c(SCC(=O)c2ccccc2)nc2cc(C(=O)NC3CCCC3)ccc2c1=O
  .	2%	.	.	4%	10
- Brc1ccc(-c2nn3c(-c4ccccn4)nnc3s2)o1
  ?	?	?	-20%	-14%	-8
- O=C(c1cccn2c(=O)c3cc4ccccc4cc3nc12)N1CCN(c2ccccc2)CC1
  .	3%	10%	-25%	-15%	.
- COc1cc(NC(=O)NC2Cc3ccccc3C2)cc(OC)c1
  12%	-2%	-3%	-21%	-8%	7
- CCOC(=O)c1ccccc1NC(=O)C1COc2ccccc2O1 (centres undefined)
  4%	0%	7%	-10%	-8%	-23
- O=C(NC1CC2CCCC(C1)N2C(=S)Nc1ccc(Cl)cc1)C1CC1 (centres undefined)
  -11%	-17%	-9%	-22%	-12%	2
- COC(=O)N/N=C/c1cn(Cc2ccc(Cl)cc2Cl)c2ccccc12
  4%	1%	-3%	-7%	-14%	-39

Pulled by structure from the list above, two records:
Below each compound – AMA1 RON2 block	Sm TGR block	FBPA Giardia inh	AmpC no deterg	AmpC detergent	HCMV antiviral
- C(=C\c1ccccc1)/C=N/Nc1nc(N2CCOCC2)nc(N2CCOCC2)n1
  -2%	8%	3%	-2%	-9%	-37
- COCCn1c(SCC(=O)c2ccccc2)nc2cc(C(=O)NC3CCCC3)ccc2c1=O
  .	2%	.	.	4%	10

Part of the list above, with tabs.
Molecule	AMA1 RON2 block	Sm TGR block	FBPA Giardia inh	AmpC no deterg	AmpC detergent	HCMV antiviral
O=C(NC1CC2CCCC(C1)N2C(=S)Nc1ccc(Cl)cc1)C1CC1 (centres undefined)	-11%	-17%	-9%	-22%	-12%	2
C(=C\c1ccccc1)/C=N/Nc1nc(N2CCOCC2)nc(N2CCOCC2)n1	-2%	8%	3%	-2%	-9%	-37
COC(=O)N/N=C/c1cn(Cc2ccc(Cl)cc2Cl)c2ccccc12	4%	1%	-3%	-7%	-14%	-39
O=C(c1cccn2c(=O)c3cc4ccccc4cc3nc12)N1CCN(c2ccccc2)CC1	.	3%	10%	-25%	-15%	.

The listing continues.
Below each compound – AMA1 RON2 block	Sm TGR block	FBPA Giardia inh	AmpC no deterg	AmpC detergent	HCMV antiviral
- COc1ccccc1CN1CC(C(=O)NCc2cc(F)cc(C(F)(F)F)c2)CCC1=O (centres undefined)
  3%	-1%	.	137%[activator]	0%	0
- COc1ccccc1Cn1c(=O)c2ccccc2n2c(Sc3ncnc4sccc34)nnc12
  -11%	-12%	6%	-20%	?	?
- Nc1c(C(=O)Nc2ccc(Cl)cc2F)sc2nc(-c3cccs3)ccc12
  .	1%	.	.	3%	-5
- COc1ccc(CN(C)C(C)C(=O)Nc2ccc(S(=O)(=O)N3CCCCC3)cc2)c(OC)c1 (centres undefined)
  -13%	.	.	66%[activator]	.	20
- CC(=O)Nc1ccc(S(=O)(=O)N2CCN=C2c2ccccc2)cc1
  -3%	-10%	.	100%[activator]	4%	-9
- CCCn1c(=O)c(C(=O)Nc2ccccc2C(=O)OC)c(O)c2ccccc21
  13%	8%	-12%	-6%	-12%	-31
- COc1ccc(C(=O)NCCN2CCN(C(=O)c3ccc(OC)c(OC)c3)CC2)cc1OC
  -2%	-3%	7%	-14%	-10%	12
- CCCn1c(=NC(=O)c2cc3ccccc3o2)c(C(=O)OCC)cc2c(=O)n3ccccc3nc21
  .	0%	.	.	5%	9
- O=C(NCC1CCCO1)c1cn(-c2ccccc2)nc1-c1ccc(F)cc1 (centres undefined)
  -10%	-5%	.	36%	-10%	-36
- CC1(C)CCCC(C)(C)N1CC(O)COCCOc1ccc(Br)cc1 (centres undefined)
  7%[2.32 µM]	-2%	-3%	53%	6%	?

Going on with the list.
Below each compound – AMA1 RON2 block	Sm TGR block	FBPA Giardia inh	AmpC no deterg	AmpC detergent	HCMV antiviral
- CCOc1nc2cnccc2n(CC(=O)Nc2c(C)cccc2CC)c1=O
  -5%	4%	.	-13%	1%	-17
- O=C(Cn1ccc2ccccc2c1=O)NCCC(=O)N1CCN(C2CCCCC2)CC1
  9%	4%	2%	-20%	3%	-24
- Cc1cc(C(F)(F)F)c(C#N)c(SCC(=O)NC(C)(C)C)n1
  4%	-3%	7%	-27%	5%	-16
- CCOc1ccc(S(=O)(=O)NCCC(=O)NC2CCN(Cc3ccccc3)CC2)cc1
  5%	1%	.	-5%	-16%	-39
- COCCCNC(=S)N1CCC(NC(=O)c2ccco2)CC1
  26%	-6%[57.1 µM]	-2%	-4%	-1%	26
- CCOc1ccc2ccccc2c1/C=N/n1cncn1
  -10%	3%	-28%	10%	4%	-13
- Cc1cc(C)n(-c2nc(-c3ccccc3)cs2)n1
  0%	9%	-2%	1%	1%	177
- O=C1c2ccccc2C(=O)N1C1CCCCC1
  15%	0%	0%	-23%	-5%	12
- O=C(NCC1CCCO1)c1c(O)c2cccc3c2n(c1=O)CCC3 (centres undefined)
  1%	13%	-2%	-13%	?	8
- CCCCCCn1cc(C(=O)O)c(=O)c2cc(F)c(N3CCCCC3)cc21
  0%	-24%	11%	-28%	?	-1

The listing continues.
Below each compound – AMA1 RON2 block	Sm TGR block	FBPA Giardia inh	AmpC no deterg	AmpC detergent	HCMV antiviral
- COc1cccc(C(=O)NC2C(=O)N3C(C(=O)O)=C(COC(C)=O)CSC23)c1 (centres undefined)
  7%	13µM*	.	-26%	?	-2
- CCOC(=O)c1c(C)oc2cc(Br)c(OC(C)C(=O)OCC)cc12 (centres undefined)
  42%[activator]	14%	0%	55%	-7%	2
- COc1ccc(NC(=O)c2cc(-c3ccc(C)c(C)c3O)n[nH]2)cc1Cl
  109%[activator]	-2%	8%	18µM*	?	-8
- O=C(NCc1ccccc1)C1CCN(S(=O)(=O)N2CCOCC2)CC1
  0%	-19%	6%	-3%	-6%	6
- CC(C)=C1C(=O)NN(c2ccc(C)c(Cl)c2)C1=O
  -21%	-23%	-4%	-42%	?	2
- CCOC(=O)COc1cc(Br)c(C2NC(=O)NC(C)=C2C(C)=O)cc1OCC (centres undefined)
  17%	-13%	5%	0%	-4%	-16
- O=C(CSc1nc2ccccc2c(=O)[nH]1)N1CCN(c2ccccc2F)CC1
  -4%	12%	-14%	-1%	4%	-25
- Cn1nc(C(C)(C)C)cc1C(=O)NNC(=O)c1cccc(Cl)c1
  65%[activator]	-2%	8%	-12%	2%	-30
- Cc1c(C)c2ccc(OCC(=O)Nc3nccs3)cc2oc1=O
  ?	16%	.	-13%	-1%	-31
- CC(=O)Nc1ccc(OC(=O)N2CCCC2)cc1
  -2%	10%	1%	-15%	-2%	6

Later entries.
Below each compound – AMA1 RON2 block	Sm TGR block	FBPA Giardia inh	AmpC no deterg	AmpC detergent	HCMV antiviral
- Cc1cc(C(=O)N/N=C/c2ccc([N+](=O)[O-])cc2)c2ccccc2n1
  11%	20%	7%	-15%	3%	-1
- CCC(C(=O)NCc1ccco1)N(C(=O)CNS(=O)(=O)c1ccccc1)c1ccc(F)cc1 (centres undefined)
  1%	6%	12%	-9%	1%	54
- COc1ccc(-c2cnn3c4c(c(C)nc23)CCN4C2CCCC2)cc1OC
  0%	-6%	-2%	12%	-4%	-19
- O=C(c1ccc(-n2cncn2)c([N+](=O)[O-])c1)N1CCN(S(=O)(=O)c2ccccc2F)CC1
  -1%	-1%	.	-20%	0%	-8
- COc1ccc(C(=O)OCC(=O)Nc2ccc3[nH]c(=O)[nH]c3c2)cc1
  -8%	-1%	.	27%	?	-13
- S=c1[nH]nc(-c2ccc(Cl)cc2Cl)n1-c1ccc(Cl)cc1
  79%[activator]	-12%	?	-36%	4%	-25
- COc1ccc(/C=C2\SC(=O)N(CCNC(=O)C3CCN(S(=O)(=O)c4cccs4)CC3)C2=O)cc1
  0%	1%	0%	-5%	-18%	86
- Cc1ccc(S(=O)(=O)CCC(=O)OC(C)C(=O)NC2CCCCC2C)cc1 (centres undefined)
  10%	-11%	.	35%	?	-30
- CCOC(=O)N1CCN(Cc2nc(-c3cccc(C)c3)no2)CC1
  0%	0%	3%	67%[activator]	?	94
- OC1(c2ccc(OC(F)F)cc2)CSC(=Nc2cccnc2)N1C1CC1 (centres undefined)
  -24%	?	2%	51%	-12%	-30

Other results follow:
Below each compound – AMA1 RON2 block	Sm TGR block	FBPA Giardia inh	AmpC no deterg	AmpC detergent	HCMV antiviral
- CCOC(=O)N1CCc2c(sc3c2c(=O)n(Cc2ccccc2)c(=O)n3Cc2cc(C)ccc2C)C1
  .	1%	.	.	13%	-1
- CCOc1ccc(NC(=O)CSc2nnc(Cc3csc(C)n3)o2)cc1
  11%	-20%	.	6%	4%	17
- COc1cc(/C=C2\SC(=S)N(C(Cc3ccccc3)C(=O)O)C2=O)ccc1O (centres undefined)
  -13%	-27%	1%	-36%	2%	11
- Cc1cncn1CCc1nc2c3ccccc3nc(SCC(=O)Nc3ccccc3F)n2n1
  .	-3%	.	.	1%	-67*
- O=C1CSC(c2cccnc2)N1Cc1ccc(Cl)cc1 (centres undefined)
  3%	-9%	12%	-7%	-5%	?
- CN(C)C(C(=O)NC1CCCCC1)c1ccc(Cl)cc1 (centres undefined)
  -16%	2%	4%	-12%	-2%	37
- CC(C)=CCC12CN3CCN(CC(C3)C1=O)C2
  23%	-18%	8%	-2%	?	12
- CCOc1ccc(C(=O)NCc2cccnc2)cc1
  5%	1%	0%	-16%	?	14
- Cn1c(SCC(=O)NC2CCCC2)nnc1-c1ccncc1
  9%	.	1%	-11%	-5%	16
- Cc1cc(F)ccc1S(=O)(=O)Nc1ccc2oc3c(c2c1)CC(C)CC3 (centres undefined)
  .	9%	.	.	-6%	-18

Following part:
Below each compound – AMA1 RON2 block	Sm TGR block	FBPA Giardia inh	AmpC no deterg	AmpC detergent	HCMV antiviral
- O=C(Cc1ccccc1)Nc1ccccc1Sc1ccccc1
  15%	-4%	3%	-20%	?	-7
- CC1CN(Cc2ccccc2)c2nc3c(c(=O)n(C)c(=O)n3C)n2C1 (centres undefined)
  -10%	13%	2%	-5%	6%	-3
- CCOc1ccc(-c2nc(CSCC(=O)N3CCN(c4ccc(F)cc4)CC3)c(C)o2)cc1
  .	20%	.	.	3%	-9
- Cc1c(C(=O)N2CCCCC2CCN2CCCC2=O)oc2c(F)cccc12 (centres undefined)
  5%	-16%	.	97%[activator]	-6%	-63*
- CCC12CN3CC(CC)(CN(C1)C3c1c[nH]c3ccccc13)C2=O (centres undefined)
  .	0%	.	.	-9%	34

Rows were taken by chance, and some 7.8% of all compounds hit somewhere here.
